B2AR arrestin: beta2AR (human) beta-arrestin recruitment activity; 330,000 compounds, 0.02% hits; beta-arrestin recruitment to beta2AR, cell-based reporter; P07550; AID 492947; Potency, µM (highest dose often 46.1 µM), without a hit: at the top dose activation, usual class: activators;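 further: potency means the concentration at half of the fitted maximal effect; 0% = DMSO controls and full agonism = EC100 isoproterenol or metaproterenol; nearly all actives have a fitted effect of over 65% in size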
a7 integrin act: integrin-mediated muscular dystrophy alleviation activation; 350,000 compounds, 0.064% hits; AID 624291; Potency, µM (highest dose often 38.3 µM), without a hit: at the highest dose activation, actives largely listed as activators; alpha7betagal myoblasts, beta-gal FDG fluorescence, 48 h;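 further: potency means the concentration at half of the fitted maximal effect; 100% = response of the positive control SU9516; nearly all actives have a fitted effect of over 60% in size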
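alpha7betagal+/- myoblasts (passage 13, 250/well) treated 48 h at 37C with compounds at 1:260 dilution of DMSO stock. Lysed, then beta-galactosidase activity read as FDG fluorescence (ex 480/em 540) after 30 min, with pre-read for autofluorescence.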
ASM inhibitor: human S-ASM enzyme inhibition; P17405; Potency, µM (highest dose often 57.5 µM), inactives show at the top dose activity change, negative = inhibition, hits mostly inhibitors; 340,000 compounds, 0.006% hits; placental ASM, HMU-PC fluorogenic substrate, 60 min; further: potency means the concentration at half of the fitted maximal effect
Target sequence (P17405 47-631 limits assumed): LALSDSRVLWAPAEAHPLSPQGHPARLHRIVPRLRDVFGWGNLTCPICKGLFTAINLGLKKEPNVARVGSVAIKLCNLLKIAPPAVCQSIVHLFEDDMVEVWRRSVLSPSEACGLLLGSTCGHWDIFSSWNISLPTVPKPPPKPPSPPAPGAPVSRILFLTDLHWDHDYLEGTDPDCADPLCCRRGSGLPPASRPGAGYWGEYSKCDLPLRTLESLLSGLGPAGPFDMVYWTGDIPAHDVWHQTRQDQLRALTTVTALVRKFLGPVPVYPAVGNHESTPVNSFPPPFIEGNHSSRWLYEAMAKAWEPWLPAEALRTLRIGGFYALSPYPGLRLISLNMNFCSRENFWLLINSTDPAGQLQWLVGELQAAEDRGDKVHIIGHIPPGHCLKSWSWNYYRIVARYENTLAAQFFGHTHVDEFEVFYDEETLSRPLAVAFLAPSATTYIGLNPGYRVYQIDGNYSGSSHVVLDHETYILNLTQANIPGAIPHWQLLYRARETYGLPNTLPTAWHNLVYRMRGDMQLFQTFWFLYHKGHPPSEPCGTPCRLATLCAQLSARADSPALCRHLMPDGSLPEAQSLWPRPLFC
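Human placenta-derived ASM enzyme was preincubated with compound for 10 minutes at room temperature, then given fluorogenic substrate HMU-PC0 (9 uM final) for 60 minutes at 37 °C; a pH 10 stop preceded fluorescence reading at Ex 386/Em 447 nm.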
PKM2 act: PKM2 (human) enzyme activation; purified PKM2, Kinase-Glo ATP luminescence, activation; response scale: 0% is enzyme alone, no compound; P14618; Potency, µM (titrated, usually from 57.5 µM), for inactives: top-dose activation, hits mostly activators; 260,000 compounds, 0.34% hits; further: potency means the concentration at half of the fitted maximal effect; on the % scale 0 is the no-effect control and ±100 the full control effect; nearly all actives have a fitted effect of over 55% in size
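Purified hPK-M2 (>95% pure) converted ADP (0.1 mM final) to ATP with 0.5 mM PEP in 50 mM imidazole pH7.2, KCl, MgCl2, Tween 20, BSA; 1 h at room temperature. ATP detected by Kinase-Glo luminescence.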
Menin-MLL TR inh: inhibitors of human menin-MLL interaction, mutant MLL peptide; AID 1768; Menin + Texas Red MLL mutant peptide, fluorescence polarization; Potency, µM (doses to about 61.6 µM), for the others: top-dose FP activity change, negative = inhibition, hits mostly inhibitors; 270,000 compounds, 0.23% hits; active means well fitted inhibition curve with a large enough effect in the polarisation, with a control signal flat, not every such curve was filed as active; inconclusive means small, poorly fitted or top-dose-only effect, or effect the other way, or a change in a side signal; inactive means no such curve, though single readings can be large or run the other way; the % refers to the polarisation; further: potency means the concentration at half of the fitted maximal effect; % of control where 0% means no effect; many of its hits are not listed in these tables
Giardia killer: Giardia lamblia killing. Giardia lamblia trophozoite viability. activity change, % at 7.66 µM, hits read low. 340,000 compounds, 0.15% hits. AID 540267; in the data active means activity change below about -80%; inconclusive means between about -30% and that limit;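 further: parasites exposed to compound for two days anaerobically before the ATP read; on the % scale 0 is the no-effect control and ±100 the full control effect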
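Trophozoite viability was measured as ATP-dependent luminescence, read 15-30 min after reagent addition. Before that, parasites at 100 cells/well were exposed to compounds for 48 h, anaerobically, at 37 deg C.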
Coupling enz: counter-screen for Giardia aldolase inhibitors: coupling enzyme system; coupling enzyme system counterscreen, AmpLite Red fluorescence; activity change, negative = inhibition, % at 58.2 µM, hits read low; 290,000 compounds, 0.67% hits; in the data active means activity change below about -30%; further: on the % scale 0 is the no-effect control and ±100 the full control effect
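Fluorescence at 525 nm excitation and 598 nm emission measured inhibition of the coupled detection system without aldolase. Compounds (at 57.5 uM final) were preincubated 10 min at room temperature with coupling enzyme reagent before a 20 min substrate/AmpLite Red step.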
GALK inhibitor: blocks human galactokinase activity | Purified GALK, Kinase-Glo residual ATP luminescence | Potency, µM (doses to about 57.5 µM), for the others: at the top dose activity change, negative = inhibition, most hits filed as inhibitors | 270,000 compounds, 0.007% hits | AID 1868; further: potency means the concentration at half of the fitted maximal effect; on the % scale 0 is the no-effect control and ±100 the full control effect
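Galactose (100 uM) and ATP (35 uM) were turned over by 5 nM GALK for 1 h at RT. Kinase-Glo Plus then converted the remaining ATP into a luminescent signal.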
Chronic BCR inh: blocks chronic active B-cell receptor signaling | AID 493014 | Potency, µM (highest dose often 46.1 µM), for the others: top-dose ratio change, negative = lower green/red ratio, actives largely listed as inhibitors | 340,000 compounds, 0.05% hits | ABC-DLBCL IkBa-CBG/CBR reporter, luminescence ratio, 4 h; active means well fitted inhibition curve with a large enough effect in the signal ratio, with a control signal flat, not every such curve was filed as active; inconclusive means small, poorly fitted or top-dose-only effect, or effect the other way, or a change in a side signal; the % refers to the signal ratio;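 further: potency means the concentration at half of the fitted maximal effect; plate controls were basal doxycycline-induced cells for no effect and cells given 10 µM MG132 for full effect; MG132 reads +100%, hits lower the ratio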
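Cell line TMD8 (human ABC DLBCL), stably expressing tet-inducible CBG68-IkBa fusion and CBR; IMDM/0.5% FBS; cpd up to 46 uM; dox induction, 4 h, 37C/5% CO2; dual luminescence; green/red ratio; MG132 control.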
Tb PFK block: inhibitors of T. brucei phosphofructokinase; T. brucei PFK, ADP-Glo luminescence; AID 485367; 330,000 compounds, 0.17% hits; Potency, µM (titrated, usually from 57.5 µM), for the others: at the highest dose activity, negative = inhibition, most hits filed as inhibitors;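 further: potency means the concentration at half of the fitted maximal effect; 0% = uninhibited 1x PFK enzyme wells and -100% = no-enzyme wells; nearly all actives have a fitted effect of over 60% in size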
Target sequence (O15648 whole entry, looked up): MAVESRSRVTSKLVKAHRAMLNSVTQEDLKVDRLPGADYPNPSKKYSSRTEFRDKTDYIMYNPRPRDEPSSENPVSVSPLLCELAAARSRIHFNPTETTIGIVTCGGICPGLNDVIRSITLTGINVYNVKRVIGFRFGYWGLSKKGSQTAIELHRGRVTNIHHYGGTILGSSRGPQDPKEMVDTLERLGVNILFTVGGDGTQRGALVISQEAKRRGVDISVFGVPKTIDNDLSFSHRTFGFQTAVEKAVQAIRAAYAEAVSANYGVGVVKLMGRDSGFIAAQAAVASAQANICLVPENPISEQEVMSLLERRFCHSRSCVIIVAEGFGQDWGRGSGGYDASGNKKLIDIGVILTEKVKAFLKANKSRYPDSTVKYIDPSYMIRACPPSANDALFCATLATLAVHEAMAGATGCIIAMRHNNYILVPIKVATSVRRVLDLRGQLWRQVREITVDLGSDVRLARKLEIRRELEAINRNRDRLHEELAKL
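1.25 nM PFK with 0.5 mM F6P and 0.1 mM ATP in 0.1 M TEA pH 8.0, 5 mM MgCl2, incubated 45 min at room temperature; ADP measured by ADP-Glo luminescence; compounds titrated up to 57 uM.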
TSG101-PTAP inh: blocks PTAP/TSG101 interaction to inhibit HIV-1 budding; Q99816; Fluorescence polarization, FITC-PTAP peptide / Tsg101 binding; Potency, µM (highest dose often 115 µM), inactives show at the top dose activity change, negative = inhibition, most hits filed as inhibitors; 340,000 tested, under 10 active; active means well fitted inhibition curve with a large enough effect in the main read-out, with a control signal flat, not every such curve was filed as active; inconclusive means small, poorly fitted or top-dose-only effect, or effect the other way, or a change in a side signal; inactive means no such curve, though single readings can be large or run the other way; further: potency means the concentration at half of the fitted maximal effect; % of control where 0% means no effect
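Tsg101 binding domain (10 uM final) was mixed with compound and a FITC-labeled PTAP peptide (50 nM final) in HEPES pH 7.5 buffer with NaCl, Tween 20, EDTA and TCEP; fluorescence polarization was read after 20 min at r.t.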
Numbers without * were called inactive; ? = inconclusive; . = no result given; [ ] = dose if it differs, or a comment. Unless noted, the call rests on the fitted dose curve; in most records, active means well fitted curve in the direction sought with a large enough effect; inconclusive means small, poorly fitted or top-dose-only effect, or another doubt; inactive means no such curve, though single readings can be large; an effect the other way counts as inactive or inconclusive. This is a subset; count on the stated rates, not on these rows.

SMILES	B2AR arrestin	a7 integrin act	ASM inhibitor	PKM2 act	Menin-MLL TR inh	Giardia killer	Coupling enz	GALK inhibitor	Chronic BCR inh	Tb PFK block	TSG101-PTAP inh
Cc1ccc2[nH]c3c(c2c1)CNCC3	-1.0%	0.8%	-10.1%	.	-14.5%	2.3	1.3	5.7%	11.9%	-0.3%	-4.1%
Cc1cc(OCC(=O)Nc2ccncc2)cc(C)c1Br	-0.8%	-28.1%	-5.1%	3.3%	3.2%	-4.8	1.1	4.4%	0.3%	1.3%	-3.3%
COc1ccc(C2C3CCCCC3(O)CCN2C(=O)c2cccs2)cc1 (centres undefined)	1.0%	0.2%	2.3%	-0.3%	-14.5%	-7.3	3.7	-0.1%	-4.6%	-5.2%	-0.6%
O=C(O)c1ccc(N2CCN(c3ccc(Cl)cc3)CC2)c([N+](=O)[O-])c1	0.5%	-34.0%	5.0%	.	?	1.4	6.7	-0.6%	1.1%	0.1%	-2.8%
O=C(CN1CCN(c2ccc(F)cc2)CC1)N(C1CCCC1)C1CCS(=O)(=O)C1 (centres undefined)	-0.2%	-11.9%	2.4%	.	.	-7.6	.	.	-6.2%	-18.9%	3.0%
Fc1ccc(C2CC(c3ccco3)n3ncnc3N2)cc1 (centres undefined)	-1.2%	7.3%	-3.7%	8.6%	0.9%	6.5	-0.8	0.8%	-0.6%	0.0%	-1.7%
COc1ccc(CNc2nc3nc4c(c(=O)n3[nH]2)CCC4)cc1	0.2%	14.9%	1.5%	1.2%	1.6%	-12.5	-1.0	0.0%	0.5%	-4.0%	3.4%
COc1ccc(CNc2nc(S(=O)(=O)c3ccccc3)c(Cl)s2)cc1OC	0.3%	-8.1%	-5.9%	10.6%	10.5%	-6.7	2.6	0.0%	?	-1.3%	0.7%
CCN1CCN(c2nc(-c3ccccc3)nc3ccccc23)CC1	-0.5%	-21.2%	3.5%	9.4%	-9.9%	-24.1	1.3	1.5%	0.0%	-2.5%	-2.5%
Cc1csc(SC(C)C(=O)NC2CCCCC2C)n1 (centres undefined)	-1.0%	-5.4%	7.0%	.	.	?	.	.	?	3.8%	-2.1%
COC(=O)C1=C(C)N(Cc2ccccc2)C(=NCc2ccc(OC)cc2)N[C@H]1c1cccc(F)c1	-0.6%	-33.0%	-4.8%	-8.4%	?	10.6	-3.5	.	-13.3%	-0.7%	.
Cc1c(/C=N/Nc2nc3ccccc3[nH]2)c2ccccc2n1C	0.0%	-36.2%[inhibitor]	-23.5%	-9.5%	.	8.4	-3.5	.	?	0.4%	-4.1%
CCc1ccc(CN2CCCC(CNS(=O)(=O)c3ccc(OC)cc3)C2)cc1 (centres undefined)	-0.4%	-20.3%	3.2%	-0.5%	?	-9.3	0.1	-0.8%	12.4%	-6.0%	-0.4%
COc1ccccc1/C=N/N1CCN(c2ccc(Cl)cc2)CC1	-0.2%	-11.9%	2.0%	-0.9%	10.9%	?	-3.8	-6.1%	-0.1%	4.1%	0.7%
N#Cc1ccc(C(=O)N2CCN(S(=O)(=O)c3ccc(Br)s3)CC2)cc1	-0.2%	-10.2%	1.4%	1.5%	-6.1%	10.6	3.7	8.0%	2.2%	1.5%	-1.6%
CC(SC1=NCCN1S(=O)(=O)c1ccc(F)cc1)c1ccccc1 (centres undefined)	-0.1%	-35.2%	4.1%	-3.8%	.	-10.2	.	-3.6%	9.5%	1.8%	0.9%
COc1ccc(CNc2ncnc3c2[nH]c2cc(OC)c(OC)cc23)cc1	-0.4%	-1.8%	-29.6%	-1.3%	.	23.2	0.7	-1.8%	-3.0%	-5.4%	-2.5%
C#CCCc1ccccc1/C=[N+](/C)[O-]	0.1%	13.2%	9.5%	.	.	-6.6	.	.	?	-3.5%	5.0%
CCOC(=O)C1=C(C)NC(C)=C(C(=O)OCC)C1C(=O)OCC(=O)NCc1ccccc1	-0.5%	6.6%	141.3%[activator]	.	.	-0.8	.	.	-6.4%	0.2%	0.3%
O=P(O)(Cc1ccccc1)Cc1ccccc1	-0.1%	1.2%	-1.1%	-11.3%	-12.3%	5.0	1.4	-6.5%	3.2%	0.0%	-0.2%
CCn1cc(C2C(C(=O)Nc3ccc(Br)cn3)=C(C)NC3=C2C(=O)CCC3)c(C)n1 (centres undefined)	-0.4%	0.3%	.	-9.2%	-9.4%	2.7	1.7	.	-1.0%	-1.6%	-3.2%
S=C(NCc1ccccn1)Nc1ccc(Cl)cc1Cl	-0.3%	-38.0%	0.0%	-2.1%	6.4%	-2.7	1.2	-3.3%	9.8%	-4.0%	-3.3%
Cc1cccc(NC(=O)Cc2ccc(-c3ccccc3)cc2)n1	0.5%	3.5%	-3.0%	1.5%	4.7%	4.3	1.8	6.6%	-1.0%	-5.3%	5.9%
Cc1ccc(NC(=O)c2cccs2)cc1	-0.1%	?	1.2%	-2.6%	3.7%	-5.2	-2.8	-1.6%	?	2.7%	-9.3%
CN(CC(=O)Nc1ccccc1Cl)C(=O)c1ccc(Cl)c(S(=O)(=O)N2CCCCCC2)c1	-0.7%	-21.7%	-1.8%	.	.	14.2	.	.	-9.2%	-3.3%	-2.5%
COC(=O)c1ccccc1NC1OC(=O)c2ccccc21 (centres undefined)	-0.2%	3.8%	17.3%	0.5%	-2.3%	21.2	3.4	5.6%	2.5%	-1.4%	-0.4%
O=Cc1cccn1-c1nccc(-c2ccco2)n1	-0.8%	-15.9%	2.4%	4.3%	-0.3%	-2.8	4.0	-0.3%	7.7%	-5.8%	-5.8%
CNc1ccc(Br)cc(C(=O)/C=C/c2ccc3c(c2)OCO3)c1=O	5.3%	-43.9%	-1.9%	23.5%	?	-7.2	-28.2	-6.0%	?	1.8%	-0.9%
O=C(NCc1cccs1)c1cc(-c2ccccc2)on1	0.4%	?	-0.9%	0.2%	-2.6%	-6.8	-0.3	1.3%	?	8.1%	-2.9%
CSc1ncccc1C(=O)OCc1ccc(COC(=O)c2cccnc2SC)cc1	-0.1%	.	.	-2.4%	4.6%	.	5.0	0.4%	16.9%	-4.8%	.
CCOC(=O)c1ccccc1-n1c(C)cc(C2N=C(N)Nc3nc4ccccc4n32)c1C (centres undefined)	0.8%	19.8%	-13.7%	9.9%	?	-12.2	0.9	-1.1%	18.5%	5.0%	-7.6%
Cc1cccc(N(C)C(=O)c2cc(S(=O)(=O)N3CCc4ccccc43)cn2C)c1	0.4%	-1.9%	-5.0%	3.9%	-6.9%	-0.4	-3.6	.	1.6%	-0.1%	-3.3%
COc1ccc(CN(CCc2ccccc2)Cc2ccccc2)cc1OC	0.3%	-38.8%	-2.6%	3.5%	-5.0%	-1.4	-0.5	-4.8%	?	1.0%	0.8%
O=C1CCC(=O)N1c1ccc(-c2nc3ccccc3s2)cc1	-0.3%	21.7%	2.3%	-40.0%	20.0%	?	0.9	12.8%	3.8%	-7.0%	-4.1%
COc1ccc(NC(=S)N2CCOCC2)c(OC)c1	-0.2%	19.2%	3.7%	-1.2%	-15.6%	-6.0	-1.2	-0.5%	0.0%	-4.8%	-1.0%
CCc1cc(=O)[nH]c(SCC(=O)N2CCOCC2)n1	-1.7%	-5.2%	4.4%	.	.	-13.1	.	.	?	0.0%	1.6%
COc1cccc(CN2CCN(C(=O)c3oc4c(F)cccc4c3C)CC2=O)c1	0.3%	21.1%	2.7%	-0.7%	7.7%	6.9	-1.2	-0.1%	?	1.8%	-4.8%
COc1ccccc1/C=C/C=N/n1c(-c2cc(C)[nH]n2)n[nH]c1=S	0.4%	-33.6%	-5.1%	-21.3%	-12.8%	11.7	1.6	.	-20.7%	-7.4%	-1.3%
C=CCOc1c(OC)cc(/C=N/Nc2cccc(C(=O)O)c2)c(Br)c1Br	-0.5%	-0.4%	-15.1%	1.4%	?	-1.8	10.0	0.7%	?	-0.8%	-1.6%
CN(CC(=O)Nc1ccc(F)cc1)C(=O)CN1C(=O)NC2(CCCc3ccccc32)C1=O (centres undefined)	-0.7%	11.8%	.	-6.2%	.	4.4	.	-0.9%	-1.6%	2.8%	-0.5%
Cc1cc(Nc2cc(Cl)cc(Cl)c2)nc(N)n1	-0.1%	-27.9%	-1.7%	-7.7%	.	6.1	-1.8	1.5%	?	-2.0%	-0.5%
COc1ccc(NC(=O)Cn2c(=O)sc3ccccc32)c(OC)c1	0.1%	5.3%	6.7%	3.4%	-3.4%[11.7 µM]	-13.4	-0.4	1.3%	-10.3%	1.5%	-0.2%
COc1ccccc1NS(=O)(=O)c1cc(NC(=O)c2cccs2)ccc1N1CCCC1	-1.7%	-13.0%	-8.0%	-1.4%	?	10.5	-0.1	1.0%	?	-18.1%	-0.5%

Assay outcomes from PubChem BioAssay.
